TNAP inh no acc = TNAP (human) inhibition, acceptor-free conditions. hit rate 0.26% among 200,000. inhibition, % at 20 µM. purified TNAP, CDP-star luminescence, 30 min. P05186;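 active = tissue-nonspecific alkaline phosphatase inhibition above about 50% at 20 µM in the single-dose screen, limit read from the data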;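 note: 0% = DMSO negative control and 100% = EDTA positive control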
Target sequence (P05186 whole entry, looked up): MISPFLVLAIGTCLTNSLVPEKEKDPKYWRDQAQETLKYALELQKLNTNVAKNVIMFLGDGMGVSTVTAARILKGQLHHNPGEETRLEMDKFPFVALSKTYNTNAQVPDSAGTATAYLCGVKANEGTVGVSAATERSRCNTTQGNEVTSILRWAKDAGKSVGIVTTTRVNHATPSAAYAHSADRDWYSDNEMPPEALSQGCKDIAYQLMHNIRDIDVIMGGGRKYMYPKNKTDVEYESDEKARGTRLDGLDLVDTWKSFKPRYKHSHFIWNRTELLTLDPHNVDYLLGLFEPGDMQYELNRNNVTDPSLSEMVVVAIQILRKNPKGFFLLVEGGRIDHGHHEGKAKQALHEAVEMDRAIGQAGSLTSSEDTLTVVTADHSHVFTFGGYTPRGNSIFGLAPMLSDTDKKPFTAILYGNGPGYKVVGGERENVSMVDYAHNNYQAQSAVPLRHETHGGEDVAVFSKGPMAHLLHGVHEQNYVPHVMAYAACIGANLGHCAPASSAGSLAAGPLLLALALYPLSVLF
Efa HMGR inh = inhibitors of class II HMG-CoA reductase from Enterococcus faecalis | AID 1066 | purified E. faecalis HMGR, NADPH absorbance 340 nm kinetic | hit rate 0.41% among 190,000 | inhibition, % at 10 µM;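 active = inhibition above a set limit, the median over all tested compounds plus 3 SD, cut at about 9.5% in these data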;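 note: enzyme runs in reverse so mevalonate oxidation gives rising NADPH absorbance; 0% = complete reaction with DMSO and 100% = background rate lacking mevalonate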
PPARg SRC-3 ag = PPARgamma-driven SRC-3 recruitment agonism; P37231; biochemical PPARgamma/SRC-3 coactivator recruitment assay; activation, % at 8 µM; hit rate 0.26% among 200,000; AID 731; in the data active = activation above about 23%;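 note: 0% = DMSO and 100% = reference agonist; some compounds past the cut are filed as inactive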
Target sequence (P37231 whole entry, looked up): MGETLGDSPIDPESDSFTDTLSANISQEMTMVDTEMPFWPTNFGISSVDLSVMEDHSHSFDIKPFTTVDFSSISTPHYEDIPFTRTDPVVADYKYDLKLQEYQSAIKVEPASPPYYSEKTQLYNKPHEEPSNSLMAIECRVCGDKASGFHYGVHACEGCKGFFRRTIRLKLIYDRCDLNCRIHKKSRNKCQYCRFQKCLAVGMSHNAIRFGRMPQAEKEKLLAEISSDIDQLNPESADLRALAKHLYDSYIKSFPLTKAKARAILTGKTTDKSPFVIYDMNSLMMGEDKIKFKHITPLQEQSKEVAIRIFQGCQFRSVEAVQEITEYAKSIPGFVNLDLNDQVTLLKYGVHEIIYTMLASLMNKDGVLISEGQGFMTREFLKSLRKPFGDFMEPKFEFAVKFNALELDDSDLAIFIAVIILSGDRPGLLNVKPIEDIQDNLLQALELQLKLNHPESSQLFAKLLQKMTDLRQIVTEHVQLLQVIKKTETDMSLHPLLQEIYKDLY
PPARg SRC-1 ag = PPARgamma-driven SRC-1 recruitment agonism | PPARgamma-SRC-1 coactivator recruitment biochemical assay | activation, % at 8 µM | hit rate 0.41% among 200,000 | AID 631; in the data active = activation above about 19%;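 note: 0% = DMSO and 100% = reference agonist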
PPARg SRC2 recr = promotes SRC-2 coactivator recruitment by human PPARgamma | P37231 | PPARgamma LBD-SRC-2 recruitment, biochemical | activation, % at 8 µM | hit rate 0.34% among 200,000 | AID 1032; in the data active = activation above about 22%;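 note: 0% = vehicle and 100% = reference agonist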
bIAP inhibitor = intestinal alkaline phosphatase (bovine) inhibition; 190,000 tested, under 10 active; purified bovine IAP, CDP-star luminescence, 30 min; AID 1019; inhibition, % at 20 µM;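 active = over 50% inhibition of intestinal alkaline phosphatase at 20 µM in the single-dose screen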
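test system = bovine IAP enzyme | medium = DEA buffer 100 mM, pH 9.8, with MgCl2 1.0 mM, ZnCl2 0.02 mM | detection = luminescence | dosing = single compound dose of 20 µM, 2% DMSO final | incubation = 30 min reaction at room temperature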
TNAP inh hiacc = blocks human TNAP under high phosphate acceptor concentration; purified TNAP, CDP-star luminescence, 1 M DEA; inhibition, % at 20 µM; P05186; AID 1135; hit rate 0.03% among 200,000;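 active = over 50% inhibition of tissue-nonspecific alkaline phosphatase at 20 µM in the single-dose screen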;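 note: plate controls were DMSO wells for no effect and EDTA-quenched wells as full inhibition for full effect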
bIAP act = intestinal alkaline phosphatase (bovine) activation; purified bovine IAP, CDP-star luminescence, 30 min; hits give high values; fold of DMSO-control signal, blank-subtracted; activation factor at 20 µM; hit rate 0.17% among 200,000;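 active = activation factor of 2 or more at 20 µM, a signal rise over negative controls twice the positive control's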
SRC2 TRFRET art = flags TR-FRET format artefacts in PPARgamma SRC-2 recruitment agonist screen; TR-FRET ratio at 8 µM; hit rate 0.4% among 200,000; TR-FRET artefact counter-screen; hits give high values; in the data active = TR-FRET ratio above about 2000; note: inactives centre near 1500
TNAP act hiacc = TNAP (human) activation, high acceptor. purified TNAP, CDP-star luminescence, 1 M DEA, 30 min; hits give high values; 0 = EDTA background, 1 = DMSO-only activity. activation factor at 20 µM. 200,000 tested, under 10 active;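 active = activation factor at least 2 at 20 µM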
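system = human TNAP | amount = enzyme diluted 1/800 final | reagent = 100 µM CDP-star substrate | signal = luminescent substrate turnover signal | dosing = one dose, 20 µM | benchmarks = EDTA negative control, DMSO positive control | measure = activation factor | timing = 30 min reaction, room temperature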
Active calls of the source: *; nt = no result given.

SMILES	TNAP inh no acc	Efa HMGR inh	PPARg SRC-3 ag	PPARg SRC-1 ag	PPARg SRC2 recr	bIAP inhibitor	TNAP inh hiacc	bIAP act	SRC2 TRFRET art	TNAP act hiacc
CCN=C1SC(CC(=O)Nc2ccc(N3CCOCC3)cc2)C(=O)N1CC (stereo not drawn)	-14	-3	5	5	4	2	-8	1	1422	1.1
Cc1c(CNC2CCCC(C)C2C)c(C(=O)O)c(C)n1Cc1ccccc1 (stereo not drawn)	-7	4	1	-2	0	6	3	0.9	1655	1
CCOc1ccc(-n2c(SCC(=O)N3CCc4ccccc43)nnc2-c2c[nH]c3ccccc23)cc1	-12	-7	-2	2	-3	14	-3	0.9	1570	1
COc1ccc(Cc2nnc(NC(=O)C3CCCO3)s2)cc1OC (stereo not drawn)	4	-6	-6	3	1	3	-4	1	1699	1
N#CC[n+]1cc(-c2ccc(Cl)cc2)n2c1CCC2	-7	-2	-9	0	-8	1	-4	1	1580	1
Cc1cc(C(=O)C(C)Cl)c(C)n1Cc1ccco1 (stereo not drawn)	-5	9	0	5	11	-4	-3	1	1757	1
CCCN1CCN(C(=O)CN2C(=O)CC(C)(C)S(=O)(=O)c3ccccc32)CC1	-12	-1	3	3	-8	-8	-3	1.1	1378	1
O=C(COc1ccc(Cl)cc1)NCCSc1ccccc1	-9	2	-3	5	-2	31	-4	0.7	1449	1
CCC(C(=O)Nc1cc(C)on1)c1ccccc1 (stereo not drawn)	-8	-3	4	2	-8	5	1	1	1406	1
Cc1c(N=Cc2ccc(Cl)o2)c(=O)n(-c2ccccc2)n1C	-8	-7	11	3	9	1	0	1	1745	1

Results in TNAP inh hiacc, bIAP inhibitor and TNAP act hiacc, for 2 of the compounds above:
molecule	TNAP inh hiacc	bIAP inhibitor	TNAP act hiacc
Cc1cc(C(=O)C(C)Cl)c(C)n1Cc1ccco1 (stereo not drawn)	-3	-4	1
CCCN1CCN(C(=O)CN2C(=O)CC(C)(C)S(=O)(=O)c3ccccc32)CC1	-3	-8	1

Next part.
SMILES	TNAP inh no acc	Efa HMGR inh	PPARg SRC-3 ag	PPARg SRC-1 ag	PPARg SRC2 recr	bIAP inhibitor	TNAP inh hiacc	bIAP act	SRC2 TRFRET art	TNAP act hiacc
C=CCc1c(C)nc(-c2ccccc2)nc1N/N=C(\C)c1ccc(N)cc1	0	-4	-1	-1	5	20	2	0.8	1504	1
COc1ccc(N2CC(C(=O)Nc3nnc(SCC(=O)NC(C)(C)C)s3)CC2=O)cc1 (stereo not drawn)	-10	-9	0	-3	0	-8	-4	1.1	1580	1
Cc1ccc(NC(=O)CSc2nc(C)c(C)c(C)n2)c([N+](=O)[O-])c1	-5	0	0	2	5	-4	-1	1	1512	1
CCC(C)NCC(=O)Nc1ccc([N+](=O)[O-])cc1C(=O)Nc1ccccc1F (stereo not drawn)	4	-2	5	6	1	-12	-4	1.1	1505	1
O=c1c2[nH]c3ccc(F)cc3c2ncn1CCN1CCOCC1	-15	-4	-3	2	-2	4	-9	1	1381	1.1
CC(NCc1ccc(F)cc1)C(=O)Nc1cc(S(=O)(=O)N2CCCCC2)ccc1Cl (stereo not drawn)	-3	-4	4	12	7	8	-2	0.9	1704	1
C=C1CCC2C(C)(C)[C@H](O)CC[C@@]2(C)[C@@H]1COc1cc(=O)oc2ccccc12 (stereo partly drawn)	-1	4	6	7	13	8	-2	0.9	1594	1
N#Cc1cn(OCc2ccccc2)c(=O)[nH]c1=O	-3	0	8	5	4	0	0	1	1433	1
Cc1cc(C)c(NC(=O)NC2CCCCC2)c(C)c1	-5	-10	-1	9	-1	-4	2	1	1821	1
O=C(c1ccc(Cl)c(S(=O)(=O)NCc2ccco2)c1)N1CCN(c2ccc(F)cc2)CC1	-6	-3	13	-1	1	7	-1	0.9	1371	1
O=c1c(-c2ccc(Cl)cc2)[n+]([O-])c2ccccc2n1OCc1ccccn1	-6	-3	-2	1	3	-1	-2	1	1726	1
Cn1c2ccccc2n2c(=O)c(=O)n(CC(=O)c3ccc(Cl)cc3)nc12	-9	2	2	1	9	25	-5	0.7	1680	1
CCOC(=O)c1ccc(N2Cc3cc(C)c(C)cc3C2)cc1O	-8	nt	nt	nt	nt	11	0	0.9	nt	1
CCOC(=O)N1CCN(S(=O)(=O)c2ccc(C(=O)NNc3nc4ccc(Cl)cc4s3)cc2)CC1	-35	-3	2	0	0	-12	-1	1.1	1421	1
NC(CSC12CC3CC(CC(C3)C1)C2)C(=O)O (stereo not drawn)	-4	-3	3	7	-2	-4	1	1	1550	1
CCN(CC)C(=O)c1cc2c(=O)n3ccccc3nc2s1	-6	-5	7	-1	4	-3	-7	1	1644	1.1
COc1ccc(-c2nn(-c3ccccc3)cc2/C=N/Nc2ccc3ccccc3n2)cc1OC	-9	3	5	6	3	4	-6	1	1739	1.1
CCN(CC)S(=O)(=O)c1cccc(-c2n[nH]c(=S)n2/N=C/c2ccc(OC)cc2)c1	-104	-1	4	-4	2	-5	4	1	1507	1
Cn1nc(-c2ccc(OCC(=O)Nc3ccccc3)cc2)c2ccccc2c1=O	-14	0	2	0	8	-34	1	1.3	1616	1
O=C(N/C(=C\c1cccc([N+](=O)[O-])c1)C(=O)N(CCO)CCO)c1ccco1	-8	-9	2	5	0	1	-5	1	1653	1.1
C=CCn1c(SCc2ccccc2C#N)nnc1-c1ccccc1O	-4	-4	-9	4	10	0	-4	1	1597	1
Fc1ccc(OCc2nc3ccccc3s2)cc1	-5	-7	-1	2	-1	11	2	0.9	1386	1
COc1ccc(/C=N/Nc2cc(C)nc(-n3nc(C)cc3C)n2)c(OC)c1	-24	1	-1	10	1	21	1	0.8	1607	1
O=C(CCc1ccccn1)NC1CCCc2c1cnn2-c1ccc(F)cc1F (stereo not drawn)	-10	4	-2	2	5	-10	-2	1.1	1691	1
O=C(CSc1ccccc1)Nc1ccc(C(=O)Nc2cccc(O)c2)cc1	-2	0	4	3	1	14	-1	0.9	1609	1
C/C(=N\OC(=O)c1c(-c2ccccc2Cl)noc1C)c1ccncc1	-8	-2	-2	3	-7	1	-6	1	1482	1.1
CCn1c(CC(=O)Nc2cccc(OC)c2)nnc1SCC(=O)N1CCN(c2ccccc2)CC1	-5	2	2	-4	-10	-4	0	1	1636	1
Cc1nn(-c2ccc(F)cc2)c(Cl)c1/C=C(\CCC(=O)O)c1nc2ccccc2s1	-12	-5	5	4	0	8	-5	0.9	1495	1
O=C(c1ccccc1CCc1ccccc1)N1CCOCC1	4	0	7	-5	11	8	0	0.9	1489	1
Cc1[nH]c2ccccc2c1C(=O)CSC(=S)N(C)C	-4	-3	5	4	-2	3	-6	1	1570	1.1

Record cards (already shown). Order of screens: TNAP inh no acc | Efa HMGR inh | PPARg SRC-3 ag | PPARg SRC-1 ag | PPARg SRC2 recr | bIAP inhibitor | TNAP inh hiacc | bIAP act | SRC2 TRFRET art | TNAP act hiacc
`CC(NCc1ccc(F)cc1)C(=O)Nc1cc(S(=O)(=O)N2CCCCC2)ccc1Cl` (stereo not drawn) in the list: -3 | -4 | 4 | 12 | 7 | 8 | -2 | 0.9 | 1704 | 1
`CCN(CC)C(=O)c1cc2c(=O)n3ccccc3nc2s1` in the list: -6 | -5 | 7 | -1 | 4 | -3 | -7 | 1 | 1644 | 1.1
`COc1ccc(/C=N/Nc2cc(C)nc(-n3nc(C)cc3C)n2)c(OC)c1` in the list: -24 | 1 | -1 | 10 | 1 | 21 | 1 | 0.8 | 1607 | 1
`Cc1nn(-c2ccc(F)cc2)c(Cl)c1/C=C(\CCC(=O)O)c1nc2ccccc2s1` in the list: -12 | -5 | 5 | 4 | 0 | 8 | -5 | 0.9 | 1495 | 1
`O=C(CSc1ccccc1)Nc1ccc(C(=O)Nc2cccc(O)c2)cc1` in the list: -2 | 0 | 4 | 3 | 1 | 14 | -1 | 0.9 | 1609 | 1

The results go on:
SMILES	TNAP inh no acc	Efa HMGR inh	PPARg SRC-3 ag	PPARg SRC-1 ag	PPARg SRC2 recr	bIAP inhibitor	TNAP inh hiacc	bIAP act	SRC2 TRFRET art	TNAP act hiacc
COc1ccc(CN(C(=O)CSc2nnc(-c3ccc(F)cc3)o2)c2ccc(F)cc2)cc1	-7	-2	-3	4	4	4	-4	1	1528	1
Cc1cccc(N2CCN(C(=S)Nc3ccc4nc5n(c(=O)c4c3)CCCCC5)CC2)c1C	-5	-3	2	-3	1	-9	-2	1.1	1523	1
COc1ccc(-c2ccc(SCC(=O)N3CCOCC3)nn2)cc1	-8	-5	-1	6	-9	0	-1	1	1349	1
O=c1oc(-c2ccc([N+](=O)[O-])cc2)nc2ccccc12	-6	2	-1	-1	-4	2	-2	1	1449	1
CCCc1nc2c(sc3nc4c(cc32)COC(C)(C)C4)c(=O)n1CCN(CC)CC	14	-2	0	3	6	-2	1	1	1615	1
Cc1ccc(S(=O)(=O)N(CC(=O)NCCSCc2ccco2)c2cc(C)ccc2C)cc1	nt	nt	11	2	-2	nt	nt	nt	1575	nt
Cc1ccc(S(=O)(=O)N2CCN(C(=O)c3cccc(F)c3)CC2)cc1	-11	-3	2	-4	1	2	-6	1	1433	1.1
CCOC(=O)N1CCN(S(=O)(=O)c2ccc(OCC)cc2)CC1	-4	-5	-1	2	10	3	-6	1	1668	1.1
O=S(=O)(NC1=NCCC1)c1ccc(F)cc1	-15	2	-3	2	4	11	0	0.9	1626	1
COCCCNC(=O)CSc1c2c(nc3ccc(Cl)cc13)CCCC2	-1	-4	19	31*	28*	3	-4	1	1928	1
Cc1nnc(SC(C)C(=O)NCC2CCCO2)n1-c1ccccc1 (stereo not drawn)	-16	2	15	4	9	2	-4	1	1721	1
COc1ccc(OCc2ccc(C(=O)N3CCOCC3)cc2)cc1	-8	0	1	1	-2	-19	2	1.2	1562	1
CC(=O)Nc1cccc(NC(=O)C(F)(F)F)c1	-10	0	6	11	2	-12	1	1.1	1740	1
CC(=O)OCC1=C(C(=O)O)N2C(=O)C(NC(=O)C(C)Cn3nc(C)c(Cl)c3C)C2SC1 (stereo not drawn)	-3	-6	4	-3	6	6	-2	0.9	1551	1
CC(/C=N/NC(=O)c1ccc(Br)cc1)=C\c1ccccc1	-10	-4	0	4	-14	38	-1	0.6	1519	1
COc1ccc(-n2ncc3c(NCc4cccs4)ncnc32)cc1	0	2	-5	-3	3	4	-4	1	1519	1
COc1ccc(C(=O)Nc2ccc(N3CCOCC3)cc2)cc1S(=O)(=O)NC1CCCC1	-11	-4	0	-3	7	7	-8	0.9	1698	1.1

4 entries from above, ordered by molecular weight, lowest first.
SMILES	TNAP inh no acc	Efa HMGR inh	PPARg SRC-3 ag	PPARg SRC-1 ag	PPARg SRC2 recr	bIAP inhibitor	TNAP inh hiacc	bIAP act	SRC2 TRFRET art	TNAP act hiacc
Cc1[nH]c2ccccc2c1C(=O)CSC(=S)N(C)C	-4	-3	5	4	-2	3	-6	1	1570	1.1
COc1ccc(-n2ncc3c(NCc4cccs4)ncnc32)cc1	0	2	-5	-3	3	4	-4	1	1519	1
CCN=C1SC(CC(=O)Nc2ccc(N3CCOCC3)cc2)C(=O)N1CC (stereo not drawn)	-14	-3	5	5	4	2	-8	1	1422	1.1
COc1ccc(-c2nn(-c3ccccc3)cc2/C=N/Nc2ccc3ccccc3n2)cc1OC	-9	3	5	6	3	4	-6	1	1739	1.1

Compounds as they come (roughly 1.6% active in at least one column).
